CAL PDZ FP = human CAL PDZ-peptide interaction inhibition; Q9HD26; purified CAL PDZ, TMR-peptide fluorescence polarization, 1 h; inhibition, % at 20 µM; 0.02% of 330,000 active; AID 504414;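 active = highest replicate inhibition of at least 40%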;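 note: plate controls were DMSO neutral control wells for no effect and unlabeled competitor peptide control wells for full effect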
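Test system: tagged CAL PDZ domain / Buffer or medium: sodium phosphate/NaCl buffer pH 7.4 with TCEP, IgG, Thesit / Reagent: TMR-labelled reporter peptide T*-PRC34 bound in PDZ groove / Compound dosing: single point, 20 µM / Schedule: 1 h incubation at room temperature before polarization reading / Technique: fluorescence polarization (mP) / Benchmarks: unlabelled peptide, DMSO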
PvdQ inh = blocks Pseudomonas aeruginosa PvdQ acylase activity | purified PvdQ acylase, fluorescence plate reader | 0.063% of 340,000 active | inhibition, % at 10 µM; in the data active = inhibition above about 30%, passing the limit was not always enough; inconclusive = no clear call, values can overlap the other calls;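 note: 0% = vehicle neutral wells and 100% = reference inhibitor wells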
phage Ecoli inh = E. coli growth loss with phage present; growth absorbance; inhibition, % at 11.9 µM; 0.26% of 360,000 active; in the data active = inhibition above about 11%
Rtt109 Vps75 = blocks Candida albicans Rtt109/Vps75 acetyltransferase activity; purified Rtt109/Vps75, ThioGlo CoA-SH fluorescence, 4 h; inhibition, % at 34.9 µM; 0.16% of 330,000 active; AID 540336; Q5AAJ8;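 active = inhibition of at least 50% in every replicate; inconclusive = best replicate reaches 50% inhibition but some replicates fall short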
Target sequence (Q5AAJ8 whole entry, looked up): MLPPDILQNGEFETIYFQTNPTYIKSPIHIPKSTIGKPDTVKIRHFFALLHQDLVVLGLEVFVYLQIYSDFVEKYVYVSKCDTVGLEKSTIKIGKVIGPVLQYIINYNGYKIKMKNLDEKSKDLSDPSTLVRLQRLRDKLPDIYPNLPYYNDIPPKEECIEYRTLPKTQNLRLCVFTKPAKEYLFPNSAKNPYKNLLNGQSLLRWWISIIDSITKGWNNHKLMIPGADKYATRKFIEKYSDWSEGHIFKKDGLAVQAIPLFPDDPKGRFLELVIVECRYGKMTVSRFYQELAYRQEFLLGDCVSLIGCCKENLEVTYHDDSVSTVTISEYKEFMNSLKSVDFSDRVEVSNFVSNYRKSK
AddAB inh = less growth of phage-infected E. coli with AddAB | 0.29% of 330,000 active | inhibition, % at 11.9 µM | E. coli expressing H. pylori AddAB, absorbance growth; in the data active = inhibition above about 12%;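 note: 0% = vehicle wells of infected cells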
DAGLB inh = blocks human DAGLB lipase activity | Q8NCG7 | 0.059% of 340,000 active | AID 504411 | HEK293T DAGLB membrane lysate, EnzChek fluorogenic substrate | inhibition, % at 5.17 µM; in the data active = inhibition above about 34%;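 note: 0% = enzyme with vehicle and 100% = wells lacking enzyme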
Target sequence (Q8NCG7 whole entry, looked up): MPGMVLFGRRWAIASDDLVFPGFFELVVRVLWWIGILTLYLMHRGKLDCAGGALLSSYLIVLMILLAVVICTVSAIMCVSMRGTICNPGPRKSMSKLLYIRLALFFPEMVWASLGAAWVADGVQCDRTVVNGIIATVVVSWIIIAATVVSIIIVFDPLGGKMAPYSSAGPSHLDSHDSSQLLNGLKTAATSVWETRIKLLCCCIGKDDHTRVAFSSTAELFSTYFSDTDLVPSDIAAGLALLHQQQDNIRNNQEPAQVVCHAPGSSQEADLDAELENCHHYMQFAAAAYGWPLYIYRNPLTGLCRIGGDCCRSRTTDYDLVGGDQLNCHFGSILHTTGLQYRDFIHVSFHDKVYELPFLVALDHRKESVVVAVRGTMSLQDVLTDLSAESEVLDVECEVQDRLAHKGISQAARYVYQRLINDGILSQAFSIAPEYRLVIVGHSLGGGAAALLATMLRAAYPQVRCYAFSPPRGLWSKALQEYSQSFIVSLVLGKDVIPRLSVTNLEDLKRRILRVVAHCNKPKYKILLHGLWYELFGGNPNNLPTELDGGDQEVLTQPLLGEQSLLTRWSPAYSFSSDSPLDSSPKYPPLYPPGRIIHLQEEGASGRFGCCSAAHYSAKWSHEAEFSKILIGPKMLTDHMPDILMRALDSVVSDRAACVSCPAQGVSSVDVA
Wnt bcat act = activators of Wnt/beta-catenin signaling; Wnt/beta-catenin reporter cell assay, activator, plate reader; activation, % at 9.35 µM; 1.2% of 300,000 active; in the data active = activation above about 30%, passing the limit was not always enough; inconclusive = no clear call, values can overlap the other calls;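 note: 0% = neutral control wells and 100% = positive control wells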
Ecoli viability = counter-screen for AddAB inhibitors: E. coli growth inhibition. AID 449728. E. coli V3065 growth, OD600 absorbance, 18 h. 0.27% of 330,000 active. inhibition, % at 11.9 µM;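 active = inhibition above the campaign's mean inhibition across all tested compounds plus 3 SD, cut at about 9.9% in these data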;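 note: uninfected addAB+ strain grown without phage in ampicillin broth; 0% = DMSO wells and 100% = ciprofloxacin 0.95 µg/ml wells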
Tat transport = E. coli Tat transport inhibition. 0.036% of 340,000 active. E. coli MC4100 TorA-mCherry Tat export, fluorescence. AID 488895. inhibition, % at 10 µM;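 active = mean replicate inhibition at least 50% and at least half of replicates individually reaching 50%; inconclusive = only one of the two criteria met; inactive = neither criterion met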;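 note: exported cargo escapes ClpAP degradation while cytoplasmic cargo is degraded and loses fluorescence; 0% = median of neutral control wells and 100% = median of NaSCN control wells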
PfHsp90 yeast 2 = reduces growth (ATP signal) of yeast expressing P. falciparum Hsp90. S. cerevisiae expressing PfHsp90, BacTiter-Glo ATP, 48 h; yeast lacking PDR1 and PDR3 efflux regulators. inhibition, % at 9.4 µM. 0.32% of 310,000 active;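 active = every replicate shows inhibition above about 80%, whatever the replicate mean, limit read from the data; inconclusive = mean inhibition reaches the set limit but some replicate falls short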;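 note: 0% = DMSO neutral controls and 100% = 20 µM radicicol positive controls; yeast relying on Plasmodium falciparum Hsp90 in place of its own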
Active calls of the source: *; ? = inconclusive; . = no result given. This is a random part of the collection. About 1.9% of those tested had a hit in this group.

SMILES	CAL PDZ FP	PvdQ inh	phage Ecoli inh	Rtt109 Vps75	AddAB inh	DAGLB inh	Wnt bcat act	Ecoli viability	Tat transport	PfHsp90 yeast 2
Cc1ccccc1N1C(=O)C2C3CCC(O3)C2C1=O (configuration not stated)	0.7	-19	0.7	6	1.4	-2	2	0.8	-8	-10
COC(=O)C1=C(C)NC(=O)CC1c1cccc(OC)c1OC (configuration not stated)	.	-10	.	4	-0.7	-3	0	-2.7	14	.
O=C(NCc1ccccn1)Nc1cccc([N+](=O)[O-])c1	1.0	-17	1.6	0	-0.2	0	1	-1.6	1	3
CN(C)c1ccc2c(c1[N+](=O)[O-])Cc1ccccc1-2	0.5	-8	1.9	-7	.	18	13	.	1	-5
CC1=C(C(=O)N(C)C)C(c2cccs2)NC(=O)N1 (configuration not stated)	-4.7	-10	1.2	0	1.4	-1	-1	1.4	-7	5
O=C(COC(=O)c1ccc(NS(=O)(=O)c2cccs2)cc1)NCc1ccco1	0.1	0	.	9	-0.2	1	.	1.1	-1	-5
CCN(CC)S(=O)(=O)c1cc(C(=O)N2CCc3ccccc32)ccc1Cl	-1.0	-15	0.1	-2	1.7	-3	.	0.2	-11	5
CC(=O)N1c2ccc(S(=O)(=O)NCCC(=O)Nc3ccccc3C)cc2CC1C (configuration not stated)	-1.8	3	4.0	10	4.4	-1	-1	0.8	5	-4
COC(=O)CCCNC(=O)c1ccc2[nH]c(C)c(C)c2c1	-0.1	9	1.2	6	1.9	-7	1	4.3	-1	4
O=C(CSc1nc2[nH]ncc2c(=O)[nH]1)Nc1cccc([N+](=O)[O-])c1	-1.0	-12	-0.2	-1	0.2	-1	-2	0.2	4	-20
CCOC(=O)C1=C(C)NC(C)=C(C(=O)OCC)C1C(=O)OCC(=O)NCc1ccco1	-3.3	-13	1.5	-2	2.5	1	-3	-1.2	3	18
O=C(Nc1ccc2c(c1)OCCO2)c1cccnc1Oc1ccccc1	0.2	-25	3.4	4	0.5	-1	-2	1.5	15	15
Fc1cccc(NC(=S)NCCc2ccccc2)c1	-2.5	6	3.9	.	0.0	-4	?	-0.4	-1	-24
NC(=O)NCCCC(NC(=O)c1ccc(C#CC2(O)CCCCC2)cc1)C(=O)O (configuration not stated)	.	-10	3.1	-2	5.0	-2	0	2.5	-1	9
CC1CCCCN1C(=O)c1cccc(NC(=O)c2ccccc2)c1 (configuration not stated)	-1.0	-15	2.6	.	0.5	-2	-9	-1.6	-18	26
CCCCC(=O)N1CCN(c2ccc(OC)cc2[N+](=O)[O-])CC1	1.0	-1	5.0	5	-0.3	6	-2	-1.3	8	25
O=C1CN(S(=O)(=O)c2ccccc2)CC(=O)N1CCc1ccccc1	-1.3	-11	-0.1	-6	1.9	0	.	1.4	-3	-26
COc1ccc(C2=NN(C(C)=O)C(c3cccs3)C2)cc1OC (configuration not stated)	0.1	-6	4.4	1	.	0	0	.	-4	-4
COc1ccc(/C=N/N(CCC(=O)NC(C)(C)C)C2=NS(=O)(=O)c3ccccc32)cc1	-3.5	-24	1.7	1	-4.2	-1	-1	-4.7	-8	-22
COC(=O)C1CC23C=CCN4CCC5(c6ccccc6NC15C2C)C43 (configuration not stated)	0.4	-12	-0.4	10	-1.5	-2	-7	-2.5	0	1
C/C=C(\C)C(=O)Nc1cccc(C2=NOC3(C2)C[C@H](C(N)=O)N(C(=O)c2cc([N+](=O)[O-])cc([N+](=O)[O-])c2)C3)c1 (some centres not stated)	-1.2	-8	3.0	-5	0.1	0	-3	-2.7	0	.
N#CC1=C(C=Nc2ccccc2O)CCC1	-1.7	-19	-0.6	4	0.5	1	-4	-0.2	11	63
C/C(=N\NC(=S)NCc1ccccc1)c1ccc(Br)cc1	-1.2	-6	-5.1	0	2.0	-6	0	0.9	-1	-2
CC(C)N1CCN(Cc2cccc(-c3ccco3)c2)CC1CCO (configuration not stated)	0.0	-19	2.2	-4	0.2	0	2	-2.6	5	-12
CC(=O)N(Cc1cc2cc(C)ccc2[nH]c1=O)c1cccc(C)c1C	-1.2	-2	-2.3	-9	3.6	0	-1	0.2	-3	-14

The last three compounds of the part before are carried over, then new ones follow:
SMILES	CAL PDZ FP	PvdQ inh	phage Ecoli inh	Rtt109 Vps75	AddAB inh	DAGLB inh	Wnt bcat act	Ecoli viability	Tat transport	PfHsp90 yeast 2
C/C(=N\NC(=S)NCc1ccccc1)c1ccc(Br)cc1	-1.2	-6	-5.1	0	2.0	-6	0	0.9	-1	-2
CC(C)N1CCN(Cc2cccc(-c3ccco3)c2)CC1CCO (configuration not stated)	0.0	-19	2.2	-4	0.2	0	2	-2.6	5	-12
CC(=O)N(Cc1cc2cc(C)ccc2[nH]c1=O)c1cccc(C)c1C	-1.2	-2	-2.3	-9	3.6	0	-1	0.2	-3	-14
O=C(CN1CCN(c2ccccn2)CC1)NC1CCCC1	-0.2	-4	-3.9	-1	0.4	2	2	-1.0	-6	.
CCOC(=O)C1=C(Nc2cccc(Cl)c2)OCC1=O	-1.7	-8	0.6	2	2.1	-4	.	0.0	1	-2
CC(C)(C)NC(=O)c1nn2c(C(F)(F)F)cc(-c3ccccc3)nc2c1Br	0.5	-5	1.9	-1	1.5	0	0	0.4	-5	3
O=C(NNC(=S)Nc1ccccc1Cl)c1ccccc1	-2.1	-18	-2.0	12	-0.2	1	24	-2.6	-4	-6
Cn1cc(Br)c(C(=O)NNC(=O)Cc2ccc(Cl)cc2)n1	-1.3	-7	0.2	0	4.6	2	-1	-1.4	-2	3
Cc1ccc(-c2ccc(/C=N/NC(N)=S)o2)cc1	-0.2	0	-0.1	6	3.6	-4	58*	1.3	-6	-17
Cc1ccc(/C=N/n2c(C)n[nH]c2=S)o1	-0.4	-9	2.9	7	0.3	-1	.	-2.8	-2	-9
CN(C(=O)CSc1nc2scc(-c3ccccc3)c2c(=O)[nH]1)c1ccccc1	-4.1	-7	-0.8	3	2.9	13	-3	1.2	9	-3
CCOc1ccccc1NS(=O)(=O)c1ccc2oc(=O)ccc2c1	-0.2	-24	4.5	3	1.7	1	-1	-2.8	3	-37
COc1ccc(-c2ccc(SCC(=O)N3CCCC3)nn2)cc1OC	-0.9	-17	1.1	1	-0.3	-3	-6	0.1	1	-9
CCc1ccc(OCC2c3cc(OC)c(OC)cc3CCN2C(=S)NC)cc1 (configuration not stated)	-0.8	-3	-0.5	7	1.3	-2	0	3.4	5	4
Cc1ccc(-c2nnn(CC(=O)N(CC(=O)NC3CCCC3)c3ccccc3F)n2)o1	-2.5	-2	-1.4	-1	.	0	-1	.	-1	-8
O=C(O)c1ccccc1Nc1ccc([N+](=O)[O-])cc1	-1.4	-16	1.3	11	2.1	7	-1	0.5	0	9
Cn1nc([N+](=O)[O-])nc1Sc1nnc(-c2ccccc2)o1	-2.7	-12	1.7	-8	2.1	1	.	1.7	1	-6
O=C(CCC1CCCCC1)Nc1cc(Cl)ccc1N1CCOCC1	-1.9	-6	-0.3	1	.	-11	-26	.	7	.
CCOC(=O)c1ccc(S(=O)(=O)N2CCC(C(=O)N3CCN(c4ccccc4OC)CC3)CC2)cc1	-1.1	-6	-0.3	8	.	-1	-2	.	-5	-44
CC1CN(CCc2ccccc2)c2nc3c(c(=O)n(CC(N)=O)c(=O)n3C)n2C1 (configuration not stated)	-1.8	7	0.0	4	4.7	0	-2	-0.8	-3	-8
O=C(CSc1nc2ccsc2c(=O)n1Cc1ccc(C(=O)O)cc1)NCC1CCCO1 (configuration not stated)	-2.4	-2	0.6	8	0.5	1	-1	0.2	4	-4
COC(=O)c1sc(NC(=O)c2ccc(Cn3cc(Cl)cn3)o2)c(C#N)c1C	-2.1	12	0.5	15	2.0	9	.	-0.6	-6	-17
COc1ccc(N2CCN(C(=O)C(C)(C)Oc3ccc(Cl)cc3)CC2)cc1	-0.6	-11	1.8	9	-0.6	0	-3	0.9	6	-2
COCc1cc(C)nc(Nc2ccccc2C)c1C#N	-1.9	-8	.	-14	1.3	0	-3	-0.3	-6	14
CC1(C)CC(=O)c2cc(C(=O)NCc3ccco3)c(=O)n(-c3ccc(Cl)cc3)c2C1	.	-12	2.4	4	-2.9	-2	.	-0.6	0	12
COc1ccc(Br)cc1C1Nc2ccccc2C(=O)N1NC(=O)c1ccncc1 (configuration not stated)	0.2	-10	-0.3	-6	5.3	1	.	1.7	3	13
O=C(CSC1=NS(=O)(=O)c2ccccc2N1)NCCc1ccccc1	-1.3	-11	0.2	-4	2.2	4	-1	-0.9	-3	-11
C=CCNc1oc(-c2cccc(F)c2)nc1C#N	0.4	-1	1.5	4	6.7	-2	-1	1.4	5	3
Further records.
SMILES	CAL PDZ FP	PvdQ inh	phage Ecoli inh	Rtt109 Vps75	AddAB inh	DAGLB inh	Wnt bcat act	Ecoli viability	Tat transport	PfHsp90 yeast 2
Cc1cc(CNC(=O)c2ccc3nc(Cc4ccccc4F)oc3c2)nn1C	-2.8	-3	1.5	4	2.5	0	27	-3.0	-5	14
O=C(NCC1CCCN1S(=O)(=O)c1cccs1)c1ccc(Cl)cc1 (configuration not stated)	-0.3	6	2.3	-2	2.5	-2	0	0.5	-4	18
CCc1ccc2[nH]c(=O)c(C(c3nnnn3Cc3ccco3)N3CCC(C)CC3)cc2c1 (configuration not stated)	0.2	-9	1.2	17	1.0	0	-5	-1.0	-5	-14
O=C(Cc1c(F)cccc1Cl)Nc1ccccc1C(=O)N1CCCCC1	-1.7	-6	6.8	-2	-2.0	2	-1	1.5	3	.
CC(C)CN(C(=O)c1ccc(N2CCCC2=O)cc1)C1CCS(=O)(=O)C1 (configuration not stated)	-1.6	-9	1.6	-1	-1.0	4	-1	0.6	5	-11
Cc1ccc(CN2C(=O)CSC2c2ccc(F)cc2)cc1 (configuration not stated)	-1.4	-15	1.4	-3	-0.4	-3	0	-2.3	6	29
CC1(C)CC(=O)C(/C=N/c2ncccc2C(=O)O)=C(O)C1	0.7	-10	-0.2	3	3.1	-1	-3	-0.2	-3	8
Cn1c(=NC(=O)CCS(=O)(=O)c2ccccc2)sc2cc(F)ccc21	-5.7	-6	5.5	2	2.5	5	-7	0.0	8	-39
Cc1cc(NC(=O)c2cc(-c3ccccn3)nc3ccccc23)no1	-4.1	-7	0.1	-15	-0.2	1	1	-1.0	2	-11
Cc1cc2c(cc1S(=O)(=O)NCc1ccccc1)n(C)c(=O)c(=O)n2C	0.1	-8	2.6	-2	3.8	0	-1	0.0	-4	-17
C/C(=N\NC(=O)c1cccs1)c1ccncc1	-0.4	-18	-2.7	-1	-0.8	-3	2	-1.9	-10	-12
Cc1ccc(SCC(=O)N2CC(C)OC(C)C2)cc1 (configuration not stated)	-0.5	-2	2.5	-3	2.5	-4	4	2.1	0	.
O=c1cc(-c2ccc([N+](=O)[O-])cc2)nc2cc(-c3ccc(F)cc3)[nH]n12	-0.7	-5	3.0	12	-1.4	9	-2	-2.1	-6	-32
O=C(N/N=C/c1ccc(O)cc1)c1cc(C23CC4CC(CC(C4)C2)C3)[nH]n1	-2.2	-4	2.5	6	0.6	2	-2	1.6	-4	-37
CCN(CC(=O)Nc1ccc2c(c1)OCCO2)C(=O)c1ccc(Cl)cc1Cl	-3.0	10	2.7	12	1.9	-1	25	-0.2	-8	.
CC(=O)C1=C(O)C(=O)N(CCN(C)C)C1c1ccc(Cl)cc1 (configuration not stated)	-0.2	-13	3.8	7	.	0	.	.	8	.
